From PubChem BioAssay
HePTP inh = human HePTP phosphatase inhibition. recombinant HePTP phosphatase activity, OD absorbance. inhibition, % at 20 µM. 110,000 compounds, 0.64% hits. P35236; in the data active = inhibition above about 50%;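 also: plate controls were vehicle for no effect and reference inhibitor for full effect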
Target sequence (P35236 whole entry, looked up): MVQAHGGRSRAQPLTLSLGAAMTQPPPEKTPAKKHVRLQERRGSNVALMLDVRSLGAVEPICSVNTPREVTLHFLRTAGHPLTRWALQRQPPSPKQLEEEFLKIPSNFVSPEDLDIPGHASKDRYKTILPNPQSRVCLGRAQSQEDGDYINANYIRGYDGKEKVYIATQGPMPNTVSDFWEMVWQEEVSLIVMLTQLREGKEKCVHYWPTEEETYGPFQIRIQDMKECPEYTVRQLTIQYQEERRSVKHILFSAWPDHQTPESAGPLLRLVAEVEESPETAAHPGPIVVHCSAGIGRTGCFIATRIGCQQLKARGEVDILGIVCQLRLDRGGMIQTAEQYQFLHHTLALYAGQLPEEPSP
BAP1 block = inhibitors of human BAP1 deubiquitinase; recombinant BAP1, Ub-AMC hydrolysis fluorescence kinetic; stronger effect = lower value; 72,000 compounds, 0.48% hits; activity remaining (% of control), % at 20 µM; AID 436; Q92560;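 active = activity remaining at or below 50% of control, provided the compound also passes the data quality filters; inactive = the rest, including low values that fail the filters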;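 also: 100% = DMSO wells rate and 0% = substrate alone blank rate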
Target sequence (Q92560 whole entry, looked up): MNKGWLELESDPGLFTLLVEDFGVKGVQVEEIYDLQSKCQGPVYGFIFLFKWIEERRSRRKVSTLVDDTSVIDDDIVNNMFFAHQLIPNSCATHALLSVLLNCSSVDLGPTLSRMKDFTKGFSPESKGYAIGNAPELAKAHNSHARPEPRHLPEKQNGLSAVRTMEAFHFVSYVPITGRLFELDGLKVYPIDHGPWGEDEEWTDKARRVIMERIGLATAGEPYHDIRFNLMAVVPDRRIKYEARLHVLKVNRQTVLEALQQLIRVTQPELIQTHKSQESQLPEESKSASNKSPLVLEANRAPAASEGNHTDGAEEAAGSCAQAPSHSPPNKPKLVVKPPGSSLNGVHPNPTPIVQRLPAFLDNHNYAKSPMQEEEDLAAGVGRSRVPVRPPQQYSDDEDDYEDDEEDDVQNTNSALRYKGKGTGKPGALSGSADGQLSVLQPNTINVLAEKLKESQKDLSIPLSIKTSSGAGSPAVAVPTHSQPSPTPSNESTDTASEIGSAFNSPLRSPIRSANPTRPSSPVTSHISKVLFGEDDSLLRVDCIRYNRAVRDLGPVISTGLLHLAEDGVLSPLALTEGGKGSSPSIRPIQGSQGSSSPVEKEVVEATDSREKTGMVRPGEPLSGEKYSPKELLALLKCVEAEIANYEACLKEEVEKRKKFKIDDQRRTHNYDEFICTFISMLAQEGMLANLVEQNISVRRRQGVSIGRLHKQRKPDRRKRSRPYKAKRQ
Starred values were filed as active, the others as inactive; x = no result given; & = joins results of further samples.

| compound | HePTP inh | BAP1 block |
| --- | --- | --- |
| CC1=C(C(=O)Nc2cccc(C)c2C)C(c2ccc(C)cc2)NC(=S)N1 (stereo not given) | x | 86 |
| COc1cccc(NC2=C(Cl)C(=O)N(c3ccc(C)cc3C)C2=O)c1 | -16 | x |
| O=C(Nc1nncs1)c1ccc(S(=O)(=O)c2ccccc2)cc1 | 3 | 86 |
| CCc1nnc(NC(=O)CN2C(=O)c3ccccc3C2=O)s1 | 5 | 117 |
| COc1ccc(C(=S)N2CCN(c3ccccc3C)CC2)cc1 | x | 147 |
| O=C1S/C(=C\c2ccc(O)cc2)C(=O)N1Cc1ccccc1 | -8 | x |
| CN(C)CCn1c(C(=O)O)cc2ccccc21 | 4 | 102 |
| CCOC(=O)c1c(NC(=S)NC(=O)c2ccc(OC)cc2)sc2c1CCC(C)C2 (stereo not given) | 3 | x |
| O=C(NCCc1ccccc1Cl)C1CC(=O)N(c2ccccc2)C1 (stereo not given) | 5 | x |
| CCOc1ccccc1-n1cnc2cc(C(=O)NCc3ccco3)ccc21 | x | 100 |
| O=C(O)CC(Cc1ccc(Br)cc1)C(=O)NCc1ccccc1 (stereo not given) | -13 | x |
| Nc1cc(N)nc(SCC(=O)N2CCCCC2)n1 | -9 | 103 |
| N#CCCN1CCN(C2=NC(=O)C(=C3CCCCC3)S2)CC1 | 4 | 100 |
| COc1ccc(NC(=O)c2ccc(Cl)c(Cl)c2)cc1OC | 2 | x |
| CCC1=NN2C(=N)/C(=C/c3ccc(-c4cc(Cl)ccc4Cl)o3)C(=O)N=C2S1 | 11 | x |
| O=C(O)c1ccc(-n2c(C=Cc3ccccc3O)nc3ccccc3c2=O)cc1 | x | 62 |
| COc1ccccc1-c1nnc(NC(C)=O)s1 | -6 | 120 |
| O=C(c1cnsn1)N1CCN(c2ccccn2)CC1 | -8 | 88 |
| CC(=O)Nc1ccc(NC(=O)CN(C)CCC#N)cc1 | 6 | 95 |
| Cc1ccc(C2=NN(C(=N)SC3CC(=O)N(c4ccccc4F)C3=O)C(c3ccc(Br)cc3)C2)cc1 (stereo not given) | 3 | x |
| Cc1ccc(NC2=CC(=O)CC(C)(C)C2)c(N)c1 | 5 | 101 |
| CCOC(=O)c1nn(-c2ccc(OC)cc2)c(=O)c2c(NC(=O)c3ccco3)scc12 | -2 | 80 |
| C/C(=C\C(=O)c1ccccc1)Nc1cccc(O)c1 | 5 | 93 |
| CCc1c(C)[nH]n(-c2ccc(Oc3ccccc3)c(S(=O)(=O)O)c2)c1=O | 12 | 73 |
| OC[C@H]1O[C@@H](Nc2cccc3ccccc23)[C@H](O)[C@@H](O)[C@H]1O | 5 | x |
| O=C(Nc1nc(-c2cc(Cl)sc2Cl)cs1)c1cccs1 | -2 | x |
| COc1ccc(Cl)cc1NC(=O)C1=C(C)NC(=S)NC1c1ccc([N+](=O)[O-])cc1 (stereo not given) | 1 | x |
| COc1cccc(NC(=O)c2sc3cc(C)ccc3c2Cl)c1 | 5 | x |
| CCN(CC)C(=O)Sc1nc2ccccc2s1 | 1 | x |
| CC(C)Cn1cnc2c(c1=O)c1nc3ccccc3nc1n2Cc1ccc2c(c1)OCO2 | 1 | 81 |
| COc1ccc(C2=N/C(=C/c3ccc([N+](=O)[O-])cc3)C(=O)N2c2ccc(F)cc2)cc1 | 2 | x |
| Cc1c(Cc2ccccc2)c(=O)oc2c(C)c(OC(C)C)ccc12 | x | 64 |
| Cc1ccc(CN(C)C(=O)C2CCCN2C(=O)c2cccs2)o1 (stereo not given) | -4 | x |
| O=C(NCCN1CCN(c2ccccc2)CC1)C1CCN(S(=O)(=O)N2CCOCC2)CC1 | -6 | 107 |
| CC(C)Cn1c(N)c(C(=O)CSc2ccc3c(c2)OCCO3)c(=O)n(C)c1=O | 11 | 92 |
| CCOC(=O)c1cnc(SCC)[nH]c1=O | 6 | 110 |
| Cn1c(=O)c(=O)n(C)c2cc(S(=O)(=O)N3CCOCC3)ccc21 | 1 | 96 |
| CCOC(=O)c1c(C)n(C)c2c(C)cc(O)c(OC(C)=O)c12 | 5 | 113 |
| COc1ccccc1C/C(N)=N/OC(=O)c1ccc(Br)cc1 | -16 | x |
| CC(CNC(=O)C(c1ccccc1)c1ccccc1)c1ccccc1 (stereo not given) | 9 | x |
| COc1ccc(C2Nc3ccccc3NC3=C2C(=O)CC(c2ccccc2)C3)cc1 (stereo not given) | 3 | x |
| COc1ccc(C(=O)O/N=C(\N)c2ccc(OC)c(OC)c2)cc1OC | 3 | x |
| O=C(CCc1n[nH]c(=O)[nH]c1=O)N/N=C/c1ccc(C(F)(F)F)cc1 | -10 | x |
| NC(=O)c1ccccc1NC(=O)CS(=O)(=O)Cc1ccccc1 | 4 | 149 |
| CCOc1cc(C2/C(=C(\O)c3ccc(C)cc3)C(=O)C(=O)N2c2nncs2)ccc1O (stereo not given) | -2 | x |
| CCCCCCOc1ccc(/C(N)=N/O)cc1 | -2 | 99 |
| OC(CC#CCN1CCC(c2ccccc2)C1)(c1ccccc1)c1ccccc1 (stereo not given) | 10 | x |
| N/C(=N\OC(=O)c1cccc(F)c1)c1ccccc1 | 2 | x |
| COc1ccc(S(=O)(=O)N2CCN(Cc3ccc(OC)c(OC)c3)CC2)cc1 | 4 | x |
| c1cc2c(nn1)CCc1nonc1-2 | 4 | 96 |
| CC1=C(C#N)c2nc(N)c(C#N)c(C)c2/C1=C\c1ccccc1 | 4 | 88 |
| FC(F)(F)COc1nc(N2CCOCC2)nc(N2CCN(c3ccccc3)CC2)n1 | -7 | x |
| CCCCC(=O)N=c1sc2cc(S(C)(=O)=O)ccc2n1C | 1 | 97 |
| COCCCNC(=O)CN(c1ccc(C)cc1)S(=O)(=O)c1ccc(SC)cc1 | -2 | x |
| COc1cc(C=C2C(=O)NC(=S)NC2=O)cc(Cl)c1OCCOc1ccccc1 | 4 | x |
| CCOCC(=O)Nc1c(C(=O)Nc2ccccc2OC)oc2ccccc12 | 5 | 289 |

(list continues)
| compound | HePTP inh | BAP1 block |
| --- | --- | --- |
| N#C/C(=C1/CCCCCN1)c1nc2ccccc2[nH]1 | -5 | 105 |
| Cc1ccc(S(=O)(=O)NC(C)C(=O)O)cc1 (stereo not given) | x | 82 |
| Cc1nnc(NC(=O)c2ccc(S(=O)(=O)N(C)Cc3ccccc3)cc2)o1 | 7 | 90 |
| CCC(C)NC(=O)CN(c1cccc(Br)c1)S(=O)(=O)c1ccccc1 (stereo not given) | -12 | x |
| COCCn1nnnc1C(c1cccc(C#N)c1)N1CCCCCC1 (stereo not given) | 8 | 107 |
| Cc1cc(C)c(OCC(=O)Nc2ccc(Br)cc2)c(C)c1 | 3 | x |
| c1ccc(N2CCN(c3nc(NCc4ccco4)c4ccccc4n3)CC2)cc1 | 5 | 70 |
| CCOC(=O)c1c(N)sc2c1CCN(C(=O)OCC)C2 | 4 | x |
| O=C(O)CC(NC(=O)c1ccco1)c1ccccc1 (stereo not given) | -6 | x |
| COc1ccccc1NC(=O)CN(Cc1ccco1)C(=O)c1ccc(-n2nc(C)cc2C)cc1 | 4 | 106 |
| O=C(Nc1ccc(Cl)cc1)c1ccccc1C(F)(F)F | 7 | x |
| O=C(NCc1ccc(F)cc1)C1CCN(C(=O)NCc2ccccc2)CC1 | 10 | 97 |
| CCC1CCCCN1C(=O)CSc1nc(N)c(NC(=O)c2ccco2)c(=O)[nH]1 (stereo not given) | -13 | 85 |
| CN1C(=O)/C(=C\c2ccc(Sc3ccc(Cl)cc3)o2)SC1=S | 10 | x |
| CCOC(=O)c1c(CN(CC)CC)n(C)c2cc(Br)c(OC)cc12 | 8 | x |
| O=c1oc2ccccc2c(O)c1/C=N/c1ccccn1 | 7 | x |

Brought forward from above: three compounds, then new ones.
| compound | HePTP inh | BAP1 block |
| --- | --- | --- |
| CN1C(=O)/C(=C\c2ccc(Sc3ccc(Cl)cc3)o2)SC1=S | 10 | x |
| CCOC(=O)c1c(CN(CC)CC)n(C)c2cc(Br)c(OC)cc12 | 8 | x |
| O=c1oc2ccccc2c(O)c1/C=N/c1ccccn1 | 7 | x |
| Cc1ccc(C)c(NC2=C(Cl)C(=O)N(c3cccc(C)c3C)C2=O)c1 | x | 108 |
| CC1(C)Cc2c(sc3nc(-c4ccccc4)oc(=O)c23)CO1 | 1 | x |
| CCCc1nc2n[nH]c(N)c2c2c1CCCC2 | -4 | 59 |
| COc1ccccc1Cn1c(=S)[nH]c2cc(C(=O)N3CCN(C)CC3)ccc2c1=O | 9 | 94 |
| CC(C)(C)C1CCc2onc(C(=O)N3CCOCC3)c2C1 (stereo not given) | 5 | 104 |
| Cc1cc(NC(=O)CSC2=Nc3ccccc3C3=NC(Cc4ccccc4)C(=O)N23)n[nH]1 (stereo not given) | 4 | 74 |
| COc1nc(OC)nc(N2CCC(C(=O)NC3CCCCCC3)CC2)n1 | -4 | 103 |
| COc1ccc(NC(=O)/C=C/c2ccc(OC)c(OC)c2)c(OC)c1 | 3 | x |
| Cc1ccc(OCCOCCOc2cccc(/C=c3\sc4nc5ccccc5n4c3=O)c2)cc1 | -4 | x |
| COc1nc(-c2ccc(Cl)cc2)ccc1-c1noc(-c2ccncc2)n1 | 15 | 61 |
| CCOC(=O)C1CCN(C(=O)CC(C)c2ccccc2)CC1 (stereo not given) | 9 | 95 |
| COc1cc(C(=S)N2CCCC2)cc(Cl)c1O | 9 | 104 |
| COc1cccc(OC)c1C(=O)N1CCN(Cc2ccncc2)CC1 | 0 | 151 |
| Cc1ccc(S(=O)(=O)NCC(c2ccccc2)N2CCOCC2)cc1 (stereo not given) | -14 | x |
| CCCCNC(=O)C1CC(=O)N(C2CCCCC2)C1 (stereo not given) | 7 | 123 |
| COc1ccc(C(=O)/C=C/C=C(Cl)Cl)cc1 | -3 | x |
| O=C1OC2CC3CC1CC(O)(C3)C2 (stereo not given) | 7 | 112 |
| CC(Oc1cc(C(F)(F)F)cc(C(F)(F)F)c1)C(=O)NC(N)=O (stereo not given) | -5 | 94 |
| CCN(CC)CCN=C1CCCc2ccccc2N1 | 5 | 96 |
| O=c1nc(/C=C/c2ccc(Cl)cc2)cc(C(F)(F)F)[nH]1 | -6 | x |
| CCC(C)(C)n1nnnc1CN(Cc1ccco1)Cc1cc2cc3c(cc2[nH]c1=O)OCO3 | -10 | x |
| Cc1c(NC(=O)COc2ccccc2[N+](=O)[O-])cccc1-c1nc2ncccc2o1 | 29 | x |
| Cn1c(=O)oc2cc(S(=O)(=O)N3CCCC(C(=O)N4CCc5ccccc5C4)C3)ccc21 (stereo not given) | 4 | 100 |
| CN(C)CCCNC(=O)COc1ccc(Cl)cc1 | 4 | x |

Record cards (already shown).
Results for `CC(Oc1cc(C(F)(F)F)cc(C(F)(F)F)c1)C(=O)NC(N)=O` (stereo not given) = HePTP inh: -5; BAP1 block: 94
Results for `CCC(C)(C)n1nnnc1CN(Cc1ccco1)Cc1cc2cc3c(cc2[nH]c1=O)OCO3` = HePTP inh: -10; BAP1 block: x

Additional compounds.
| compound | HePTP inh | BAP1 block |
| --- | --- | --- |
| COc1ccc(NC(=O)c2cccc(NC(=O)C(C)(C)C)c2)cc1 | 5 | x |
| O=C(c1cccc(F)c1)N1CCN(Cc2cccc(F)c2)CC1 | 5 | x |
| COc1cccc(-n2c(SCC#N)nnc2-c2cnccn2)c1 | -1 | 98 |
| Cc1cc2nnc(SCC(=O)NCc3cccs3)n2c(N)n1 | 3 | 100 |
| C/C(=N\O)c1ccc2c3ccccc3n(C)c2c1 | -21 | x |
| CCn1c(SCC(=O)Nc2ccccc2N2CCOCC2)nnc1-c1ccccc1O | 3 | 81 |
| CCOC(=O)c1c(NC(=O)COc2ncnc3sccc23)sc2c1CCC2 | 9 | 92 |
| COc1ccc(N2C(=O)C3C(C2=O)N2CCCN2C3c2ccc(Cl)cc2)cc1 (stereo not given) | -4 | x |
| CCOc1cc(CN2CCN(C(=O)c3ccco3)CC2)ccc1OC | 3 | 97 |
| CCN(CC)c1ccc(/C=C2\C(=O)NC(=O)N(c3cc(C)cc(C)c3)C2=O)o1 | -11 | x |
| c1csc(-c2ccc3ccccc3n2)c1 | -5 | x |
| COC(=O)CCSCC(=O)Nc1cc(C)on1 | 5 | 114 |
| Cc1cccc(-n2nnnc2SCC(=O)c2cc(C)n(CC3CCCO3)c2C)c1 (stereo not given) | -8 | 70 |
| CCOC(=O)c1c(C)nc(-c2ccccc2)nc1NC(C)=O | 17&9 | 102 |
| CCCCC1(C2CCCCC2)Cc2ccccc2-c2nc(SCC(N)=O)[nH]c(=O)c21 (stereo not given) | -2 | x |
| O=S(=O)(O)c1nc2ccccc2n1Cc1ccc(Cl)cc1Cl | 9 | 83 |
| COC(=O)c1cc(NC(=O)CC2C(=O)NCCN2C(=O)c2ccccc2)cc(C(=O)OC)c1 (stereo not given) | 2 | 116 |
| CC(C)(C)c1ccc(OCC(=O)NCc2ccccn2)cc1 | -14 | x |
| Cc1ccc(NCN2C(=O)c3ccccc3C2=O)c(C)c1 | 1 | 102 |
| Nc1[nH]ncc1C(=O)Nc1cccc(C(F)(F)F)c1 | -1 | 112 |
| Cc1ccc(S(=O)(=O)C(CCC(=O)N2CCOCC2)S(=O)(=O)c2ccc(C)cc2)cc1 | -3 | 153 |
| COc1ccc(CNC(=O)COc2ccc(Cl)cc2Br)cc1 | 6 | x |
| CC(=O)Nc1ccc(S(=O)(=O)NCc2cn3ccsc3n2)cc1 | x | 82 |
| COc1ccc(Cl)cc1C(=O)Nc1ccccc1F | 4 | x |
| C=CCNC(=O)COc1ccc(C)cc1Br | -4 | x |
| O=c1[nH]c(NCc2ccccc2)nc2c1CCC2 | 4 | 95 |
| O=C(Nc1ncccc1Cl)c1cccc(Cl)c1 | -2 | x |
| COc1cccc(C(=O)SC2=NCCS2)c1 | 5 | 103 |
| COc1ccccc1NC(=O)N1CCOCC1 | -2 | 144 |
| COc1ccccc1N(CC(=O)NCCSc1ccccc1)S(C)(=O)=O | -2 | 104 |
| Cc1cccc(OCC(O)CN2CCN(C3CCCCC3)CC2)c1 (stereo not given) | 9 | 102 |
